STK33 kinase inh = blocks human STK33 kinase activity | 320,000 tested, 0.073% active | purified STK33, MBP phosphorylation, ADP-Glo luminescence | inhibition, % at 10 µM;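 active = inhibition at or above 25%, using the most active replicate where run in duplicate; inactive = inhibition below 25%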
Target sequence (Q9BYT3 whole entry, looked up): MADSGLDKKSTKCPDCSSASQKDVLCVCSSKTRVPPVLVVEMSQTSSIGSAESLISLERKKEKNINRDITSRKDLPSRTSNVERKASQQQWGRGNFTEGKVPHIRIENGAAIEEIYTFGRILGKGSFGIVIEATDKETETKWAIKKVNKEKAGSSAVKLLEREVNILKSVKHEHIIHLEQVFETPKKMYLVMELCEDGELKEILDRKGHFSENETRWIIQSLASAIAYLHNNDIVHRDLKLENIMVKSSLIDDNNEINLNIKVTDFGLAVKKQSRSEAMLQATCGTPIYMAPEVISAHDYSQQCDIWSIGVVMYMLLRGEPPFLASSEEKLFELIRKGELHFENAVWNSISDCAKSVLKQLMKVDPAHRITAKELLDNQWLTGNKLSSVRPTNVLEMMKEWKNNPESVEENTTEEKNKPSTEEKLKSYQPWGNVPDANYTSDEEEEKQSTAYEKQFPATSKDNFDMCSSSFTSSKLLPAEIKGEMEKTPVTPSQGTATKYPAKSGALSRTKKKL
Kir21 block = blocks the mouse Kir2.1 inward-rectifier potassium channel. B-score at 10 µM. HEK293-Kir2.1, FluxOR thallium flux fluorescence; stronger effect = lower value. P35561. 310,000 tested, 0.85% active;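 active = fluorescence ratio B-score at or below minus 3 SD of library scores, with starting-brightness B-score within 2 SD, cut at about -4.2 in these data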;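 also: channel flux triggered by added potassium and thallium sulfate stimulus; B-score of peak minus minimum fluorescence over baseline after thallium stimulus; more negative B-score means stronger Kir2.1 block with less thallium influx; some compounds called inactive have numbers as strong as hits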
Target sequence (P35561 whole entry, looked up): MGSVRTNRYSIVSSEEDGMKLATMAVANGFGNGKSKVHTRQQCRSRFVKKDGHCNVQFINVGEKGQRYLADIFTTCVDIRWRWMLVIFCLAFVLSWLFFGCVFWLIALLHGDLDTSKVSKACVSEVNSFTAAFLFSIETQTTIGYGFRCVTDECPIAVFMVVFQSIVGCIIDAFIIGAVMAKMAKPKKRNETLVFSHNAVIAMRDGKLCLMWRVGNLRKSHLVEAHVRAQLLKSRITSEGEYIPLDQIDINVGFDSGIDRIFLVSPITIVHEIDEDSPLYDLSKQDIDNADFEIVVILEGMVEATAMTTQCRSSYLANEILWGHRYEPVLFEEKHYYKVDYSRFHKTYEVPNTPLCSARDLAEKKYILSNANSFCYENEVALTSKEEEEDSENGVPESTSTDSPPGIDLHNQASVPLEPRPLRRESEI
* marks the source's active call; other numbers are inactive results; . = not tested or not shown; & = joins results of further samples. Not a hit list; about 0.84% have a hit in one of these screens.

SMILES	STK33 kinase inh	Kir21 block
COCCn1cnnc1SCC(=O)Nc1ccccc1C(=O)Nc1ccc2c(c1)OCO2	-0.9	-0.94
COc1ccc(NC(=O)COC(=O)/C=C/c2cccs2)c(OC)c1	-0.7	.
CC1CCC2(CC1)N=C(N)Nc1nc3ccccc3n12 (stereo not given)	1.4	-0.18
CCOc1ccc(Nc2nc(Cc3nnc(SCC(=O)NC4CCCCC4)n3C)cs2)cc1	-1.6	1.1
COc1ccc(/C=C/C(=O)c2ccccc2)cc1Cn1nnc2ccccc21	0.6	-2
Cn1c(N)c(C(=O)Nc2ccccc2F)sc1=S	0.7	-0.31
NC(=O)NC(=O)CC1S/C(=N/N=C2/NC(=O)CS2)NC1=O (stereo not given)	0.2	-0.85
COc1ccc(Cl)cc1C(=O)Nc1ccc2c(c1)OCCO2	4.4	-0.01
COC(=O)c1ccc(NC(=O)CN(C2CCCCC2)S(C)(=O)=O)cc1	-0.7	-0.67
CCN(CC)CCCNC(=O)c1cc(Cl)c(NC(=O)C2=C(C)OCCS2)cc1OC	0.8	1.3
Cc1cc(=O)n2[nH]c(-c3ccccc3Cl)cc2n1	5.5	1.1
NC(=O)C1CCN(C(=O)NC(=O)c2ccccc2)CC1	-3.4	-0.84
O=C(NCCC(=O)N1CCC2(CC1)NCCc1[nH]cnc12)c1ccc(F)c(F)c1	-3.3	-0.84
CC(C)c1cc(C(F)(F)F)n2nc(C(=O)O)cc2n1	-0.9	1
CCc1ccc(NC(=O)CSc2nc3ccccc3nc2N2CCCC2)cc1	0.4	-2.2
Cc1cccc2cc(COC(=O)c3cccnc3)c(=O)[nH]c12	0.0	-0.54
O=C(COc1ccccc1F)N1CCN(S(=O)(=O)/C=C/c2ccccc2)CC1	-1.2	-0.2
O=C(NCc1ccc(Cl)cc1)c1cccnc1	-0.8	-1.4
CC1(C)CC(=O)C=C(Nc2cccc(F)c2)C1	-0.2	0.11
CCOC(=O)N1CCN(c2c(N3CCC(N4CCCCC4)CC3)c(=O)c2=O)CC1	-1.3	0.19
Cc1ccc(NCC(=O)Nc2cccc(S(=O)(=O)N(C)C)c2)cc1S(=O)(=O)N1CCCCCC1	0.2	0.15
O=C(CCC(=O)N(c1cccc(F)c1)C(C(=O)NC1CCCC1)c1ccncc1)Nc1cccnc1 (stereo not given)	8.1	-0.54
Cc1ccccc1-n1nc2c(c1NC(=O)COc1ccc(Cl)cc1)CS(=O)C2 (stereo not given)	-3.6	-0.48
Cc1onc(-c2ccccc2)c1C(=O)N1CCN(Cc2ccc3c(c2)OCO3)CC1	-2.1	0.64
CCc1nnc(NC(=O)CCC(=O)N2CCN(Cc3cc(F)ccc3OC)CC2)s1	-1.4	1.2
The list continues.
SMILES	STK33 kinase inh	Kir21 block
O=C(O)c1cc([N+](=O)[O-])ccc1N1CCC(Cc2ccccc2)CC1	-2.1	0.09
COc1ccc(C)cc1NC(=O)COC(=O)c1ccc2c(c1)OCO2	-1.1	.
CC(C)CCn1cnc2c1c(=O)n(CC(=O)NC(N)=O)c(=O)n2Cc1ccccc1	-0.1	-0.59
Cc1ccc(C)c(NC(=O)C(Sc2nc3ccc(C)cc3[nH]2)c2ccccc2)c1 (stereo not given)	-0.3	1.7
C/C(CC(=O)Nc1ccc(C)c(Cl)c1)=N\NC(=O)Cc1cccs1	0.4	-1.3
O=C1CCCC2=C1C(c1cccc(O)c1)C1=C(N2)c2ccccc2C1=O (stereo not given)	0.3	-0.71
CC(C)C[C@H](NC(=O)c1[nH]cnc1C(=O)N[C@@H](Cc1ccccc1)C(=O)OC(C)(C)C)C(=O)OC(C)(C)C	0.1	-0.28
CCCOC(=O)CC1C(=O)NCCN1Cc1cc(OC)cc(OC)c1 (stereo not given)	-2.3	1
O=C(Cn1nnc(-c2ccccc2)n1)OCc1csc(-c2ccccc2)n1	-0.1	0.09
CC(=O)N(C)c1ccc(N=C2C(=O)Nc3ccccc32)cc1	-0.2	-0.16
COCCOC1CCN(C(=O)c2ccc(OC)c(OC3CCN(C(C)C)CC3)c2)CC1	-2.1	-0.25
Cc1ccc(S(=O)(=O)N/N=C(\c2ccccc2)C2CC2)cc1	-0.1	-2.7
CCOc1ccc(CC(=O)N/N=C/c2cccnc2)cc1	3.5	0.89
Cc1c(NC(=O)c2noc(C(C)C)c2[N+](=O)[O-])c(=O)n(-c2ccccc2)n1C	1.2	1
CCOc1ccc(OCC)c(NC(=O)C2C3C=CC(O3)C2C(=O)NCc2ccco2)c1 (stereo not given)	0.1	-1.4
CCCOc1ccc(C(=O)NNC(=S)NC(=O)c2cc(-c3ccc(Cl)cc3)nc3ccccc23)cc1	-1.1	-0.03
FC(F)(F)c1cccc(N2Cc3ccccc3C2)c1	0.9	0.27
Cc1ccc(C(=O)Cn2nc(C)c([N+](=O)[O-])c2C)c(C)c1	-0.8	1
Cc1nc2sc(C(c3cccs3)N3CCN(c4cccc(Cl)c4)CC3)c(O)n2n1 (stereo not given)	0.4	0.86
N#Cc1ccccc1	-0.4	.
COCCCNC(=O)Cn1nc(-c2ccc(C)cc2)ccc1=O	-1.8	-2.1
Cc1cc(C)c2[nH]c(=O)c(C(c3nnnn3Cc3ccc4c(c3)OCO4)N3CCCC3)cc2c1 (stereo not given)	7.7	-0.9
CN1CCCC(OC(=O)CCCCC(=O)OC2CCCN(C)C2)C1 (stereo not given)	-0.3	-0.94
CC(CC(=O)Nc1ccc2c(c1)OCO2)c1ccccc1 (stereo not given)	0.7	0.76
CCOC(=O)N1CCN(C(=O)CSc2nc(C)nc3c2c(=O)n(C)c(=O)n3C)CC1	-2.1	-2.6

Entries of single compounds, quoted from the list. Order of screens: STK33 kinase inh | Kir21 block
Shown for `COc1ccc(C)cc1NC(=O)COC(=O)c1ccc2c(c1)OCO2` = -1.1 | .
Shown for `CC(CC(=O)Nc1ccc2c(c1)OCO2)c1ccccc1` (stereo not given) = 0.7 | 0.76
Shown for `Cc1ccc(S(=O)(=O)N/N=C(\c2ccccc2)C2CC2)cc1` = -0.1 | -2.7
Shown for `O=C(Cn1nnc(-c2ccccc2)n1)OCc1csc(-c2ccccc2)n1` = -0.1 | 0.09

Going on with the list:
SMILES	STK33 kinase inh	Kir21 block
CCn1c(=O)cc(OCC(=O)NCc2cccnc2)c2ccccc21	-0.5	-2.5
COc1ccc(CCNC(=O)c2cccn2C)cc1	0.1	-1.3
C/C(=N\Nc1nc(N)cc(Cl)n1)c1ccc(Cl)c(Cl)c1	9.4	0.23
Cn1c(=O)c2c(ncn2CC(=O)N2CCOCC2)n(C)c1=O	-1.2	0.68
O=C(NCC1CCCCC1)c1cc([N+](=O)[O-])ccc1N1CCOCC1	-1.2	-1.8
CCOc1ccc(CCNC(=O)COC(=O)c2ccc(Br)o2)cc1OCC	-0.6	-1.7
COc1cccc(NC(=O)CSc2nc3ccsc3c(=O)n2-c2ccc(C(=O)O)cc2)c1	-3.8	1.2
NS(=O)(=O)c1cccc(NC(=O)c2cncc(Br)c2)c1	0.2	0.02
CCOC(=O)c1cnc2c(F)ccc(F)c2c1Sc1ccccc1	-0.5	-1
Cc1cc(C)c(OCC(=O)OCC(=O)N2c3ccccc3CC2C)c(C)c1 (stereo not given)	-2.0	0.92
O=C(O)c1cccc(Cn2c(Cl)c(/C=N/NC(=O)c3ccc(O)cc3)sc2=O)c1	-0.7	-0.08
O=C(NCCCCCCNC(=O)NCc1ccco1)NCc1ccco1	-1.6	0.26
CCOC(=O)c1sc2nc(CN3CCCCC3)nc(Cl)c2c1C	-0.9	-0.2
COc1ccc(C(=O)N/N=C(\C)CC(=O)Nc2ccc3ccccc3c2)c(OC)c1	-1.4	0.35
N#Cc1cc([N+](=O)[O-])cnc1NCC(O)CO (stereo not given)	-1.4	-0.62
N#Cc1c2n(cnc1=O)CCCCC2	1.1	-1.6
O=S(=O)(NCC(c1cccnc1)N1CCN(c2ccc(F)cc2)CC1)c1cccs1 (stereo not given)	0.0	-0.68
COc1cccc(CC2(CO)CCN(Cc3cn(C)nc3C)CC2)c1	0.0	3.5
COc1ccc(C(=O)NCc2ccc(-n3cccc3)cc2)cc1OC	1.0	1.4
CC1CN(C(=O)COC(=O)c2ccc(Cl)c(S(=O)(=O)N3CCCCC3)c2)CC(C)O1 (stereo not given)	1.1	1.2
CCSc1nc2ccccc2[nH]1	-0.7&-0.7	0.32&-1.8
O=C(NCc1ccc(-c2nc3ccccc3s2)cc1)c1cc2ccccc2o1	-0.9	-0.58
COc1ccccc1NC(=O)NC(=O)c1ccccc1	-2.1	0.04
CCC(=O)N(C)CCc1cc2c(c(OC)c1/C=N/NC(=O)[C@H]1C[C@@H]1c1ccccc1)OCO2	1.8	-1.6
CCc1nc(SCc2ccc(Cl)cc2)n[nH]1	0.1	0.14

Reprinted at random: two records from the list.
SMILES	STK33 kinase inh	Kir21 block
CCSc1nc2ccccc2[nH]1	-0.7&-0.7	0.32&-1.8
NS(=O)(=O)c1cccc(NC(=O)c2cncc(Br)c2)c1	0.2	0.02

(further entries)
SMILES	STK33 kinase inh	Kir21 block
CC(=O)NC(CC(=O)Nc1nc(-c2ccccc2)c(C(C)=O)s1)c1ccccc1 (stereo not given)	0.2	1.4
COc1ccc(NC(=O)COC(=O)C23CC4CC(CC(NC(C)=O)(C4)C2)C3)cc1S(=O)(=O)N1CCOCC1	-3.0	.
Cc1[nH]n(-c2ccccc2)c(=O)c1C(=O)c1cccc(F)c1	0.7	-2.4
Cc1nnn(-c2nonc2N)c1C(=O)N/N=C/c1ccccc1O	-2.1	3.8
COc1ccc(N2CCN(C(=O)CCC(=O)N3Cc4ccccc4Oc4ncccc43)CC2)cc1	-0.6	0.12
CCCNC(=O)NCCc1c(C)[nH]c2ccccc12	-1.3	0.69
CCOC(=O)c1c(-c2ccc(C)cc2)csc1NC(=O)c1ccc(N2C(=O)CCC2=O)cc1	-0.1	-1.2
O=C(NCCCN1CCCCC1)c1ccc2c(c1)NC(=O)C(N1CCOCC1)S2 (stereo not given)	-0.5	-1.4
Cc1c(C(=O)Nc2ccc(N3CCOCC3)cc2)cccc1[N+](=O)[O-]	-3.9	0.18
O=C(Nc1ccccn1)Nc1ccccc1[N+](=O)[O-]	0.7	1
Cc1ccc(OCC(=O)NCCO)c(Br)c1	-0.8	0.27
O=C(CNS(=O)(=O)c1ccc(F)cc1)N1CCN(c2ccccc2)CC1	0.2	-0.51
COc1ccc(CCNC(=O)c2c(C)nn(CC(C)C)c2Cl)cc1	-0.7	0.19
Cc1ccc2[nH]c3c(=O)n(CC(=O)NCc4ccco4)ncc3c2c1	-1.8	-1.2
CN(C)C(CNC(=O)CCCOc1ccccc1)c1ccco1 (stereo not given)	-1.2	-1.5
CCOc1ccc(C(=O)COC(=O)CC)cc1	0.3	-0.65
O=C(NC1CCCc2ccccc21)c1cncc(Br)c1 (stereo not given)	4.0	-0.98
CCN(CC)C(=O)CNC(=O)c1nn(-c2ccc(OC)c(Cl)c2)c(=O)c2ccccc12	-0.7	0
COc1ccccc1Oc1c(C)oc2c(CN(C)C)c(O)ccc2c1=O	-0.8	0.27
CSc1ccc(/C=C/C(=O)NC(=O)c2ccccc2O)cc1	-0.2	-1.4
Cc1ccc(-n2c(C)cc(/C=N/NC(=O)c3ccc(CN4CCOCC4)cc3)c2C)cc1	0.6	0.1
CCOC(=O)CCc1c(C)nc2cc(-c3ccc(Cl)cc3)[nH]n2c1=O	-0.3	-1.6
CC(=O)Cn1c2ccccc2n2nc(CCC(=O)O)c(=O)nc12	-1.9	0.02
CC1CCCCC1NC(=O)COC(=O)c1ccc2ncsc2c1 (stereo not given)	-1.3	.
CCOc1ccc(S(=O)(=O)NCc2ccccc2Cl)cc1C(N)=O	-1.0	-0.04
Further entries follow.
SMILES	STK33 kinase inh	Kir21 block
Cc1cc(C)cc(NC(=S)NCc2cccs2)c1	0.4	0.01
Cc1c(C(=O)O)c(=S)sn1CCOc1ccccc1	.	-0.53
O=C(Cc1ccc(Cl)cc1)c1ccc(O)cc1	0.2	0.36
CCN1CCN(c2ccc(S(=O)(=O)N3CCOCC3)cc2NC(=O)C(C)Oc2ccc(Cl)cc2)CC1 (stereo not given)	-1.9	0.12
O=S(=O)(c1ccccc1)N1CCN(C/C=C/c2ccccc2)CC1	-1.5	1.5
CN(Cc1ccccc1)C(=O)COC(=O)CCN1C(=O)C2CC=CCC2C1=O (stereo not given)	-1.0	.
COc1ccc(/C=C2\SC(=N)N(c3nccs3)C2=O)cc1OC	-1.4	-0.4
C/C(=N\NS(C)(=O)=O)c1ccccc1	-0.1	-3.8e-16
COCC(=O)N(CCc1ccc(OC)cc1)Cc1nc2ccccc2c(=O)[nH]1	-1.0	-1
O=C(CNC(=O)N1CC(=O)Nc2ccccc21)NCc1ccccc1	2.0	-0.63
COc1cc2c(cc1C=O)OC(C)C2 (stereo not given)	-1.8	-0.01
CN(Cc1nc(-c2cnccn2)no1)Cc1n[nH]c2c1CCCCC2	-0.1	0.04
O=C(NCCN1C(=O)S/C(=C\c2ccc(Cl)cc2Cl)C1=O)C1=COCCO1	0.4	-0.83
O=C(CC(C(=O)O)P(=O)(c1ccccc1)c1ccccc1)c1ccc(Br)cc1 (stereo not given)	-1.6	0.48
CC(C)CNC(=O)CSc1nnc(-c2cccc(S(=O)(=O)N3CCCCC3)c2)o1	-0.8	-0.18
COc1ccc(C(=O)COc2ccc(F)cc2)c(O)c1C	0.3	1.5
COc1ccc(S(=O)(=O)N2CCOCC2)cc1NC(=O)COC(=O)c1[nH]c(C)c(C(C)=O)c1C	-0.7	.

Quoted from the listing (6 entries):
SMILES	STK33 kinase inh	Kir21 block
O=C(Cc1ccc(Cl)cc1)c1ccc(O)cc1	0.2	0.36
CCN1CCN(c2ccc(S(=O)(=O)N3CCOCC3)cc2NC(=O)C(C)Oc2ccc(Cl)cc2)CC1 (stereo not given)	-1.9	0.12
O=S(=O)(c1ccccc1)N1CCN(C/C=C/c2ccccc2)CC1	-1.5	1.5
CN(Cc1ccccc1)C(=O)COC(=O)CCN1C(=O)C2CC=CCC2C1=O (stereo not given)	-1.0	.
COc1ccc(/C=C2\SC(=N)N(c3nccs3)C2=O)cc1OC	-1.4	-0.4
C/C(=N\NS(C)(=O)=O)c1ccccc1	-0.1	-3.8e-16
